Source: PubChem BioAssay (several laboratories)
Rev-erbA mod: Rev-erb alpha (human) modulation; P20393; Rev-erbα–FITC-DNA binding, fluorescence polarization, 90 min; activity, % at 10 µM; actives 0.79% (n = 370,000); AID 1259318;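 active means activity above about 14%, limit read from the data; passing the limit was not always enough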;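 further: 0% = DMSO wells with 35 nM protein and 100% = DMSO wells with 750 nM protein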
hcDAF-12 act: H. contortus DAF-12 activation, primary screen; actives 1.4% (n = 370,000); activation, % at 6.8 µM; HEK293 hcDAF-12 lit1-tk-luc reporter, luminescence; 0% DMSO, 100% Δ7-dafachronic acid;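 active means activation above the mean of all tested compounds plus 3 SD, cut at about 5.5% in these data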;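 further: 100% = response to 3 µM Δ7-dafachronic acid high control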
PLC-beta3 inh: PLC-beta3 (human) inhibition, primary screen. Q01970. Purified PLC-beta3, fluorogenic substrate, fluorescence. inhibition, % at 12.2 µM. actives 0.18% (n = 370,000). AID 720704; in the data active means inhibition above about 11%;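 further: 0% = median of compound wells on plate and 100% = full blocker control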
ssDAF-12 act: S. stercoralis DAF-12 activation, primary screen; HEK293 ssDAF-12/GRIP1 lit1-tk-luc reporter, luminescence; % of 3 µM dafachronic acid response; activation, % at 6.8 µM; actives 1% (n = 370,000); AID 652126;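 active means activation above the mean over all tested compounds plus 3 SD, cut at about 0.9% in these data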;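 further: 0% = DMSO-only wells and 100% = 3 µM delta7-dafachronic acid wells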
PLCg1 inh: PLC-gamma1 (human) inhibition, primary screen | P19174 | purified PLC-gamma1, fluorogenic substrate, fluorescence | inhibition, % at 12.2 µM | actives 0.84% (n = 370,000) | AID 720700; in the data active means inhibition above about 9.5%
hgDAF-12 ag: activates the H. glycines DAF-12 receptor ligand-binding domain; HEK293 GAL4-hgDAF12 UAS-luciferase reporter, agonist luminescence; normalized to butyrate control; activation, % at 6.8 µM; actives 1.8% (n = 370,000); AID 687014;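 active means activation above a cutoff set at the mean of all screened compounds plus 3 SD, cut at about 10% in these data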;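 further: 0% = DMSO wells and 100% = sodium butyrate wells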
ADAM17 inh: inhibitors of human ADAM17. P78536. inhibition, % at 6.95 µM. actives 0.83% (n = 370,000). AID 720648. recombinant ADAM17, EDANS/DABCYL FRET peptide cleavage;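 active means inhibition above the mean of compounds lying between control limits plus 3 SD, set per campaign, cut at about 8.5% in these data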;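 further: 0% = DMSO-only wells as the low control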
Target sequence (P78536 215-824 limits assumed): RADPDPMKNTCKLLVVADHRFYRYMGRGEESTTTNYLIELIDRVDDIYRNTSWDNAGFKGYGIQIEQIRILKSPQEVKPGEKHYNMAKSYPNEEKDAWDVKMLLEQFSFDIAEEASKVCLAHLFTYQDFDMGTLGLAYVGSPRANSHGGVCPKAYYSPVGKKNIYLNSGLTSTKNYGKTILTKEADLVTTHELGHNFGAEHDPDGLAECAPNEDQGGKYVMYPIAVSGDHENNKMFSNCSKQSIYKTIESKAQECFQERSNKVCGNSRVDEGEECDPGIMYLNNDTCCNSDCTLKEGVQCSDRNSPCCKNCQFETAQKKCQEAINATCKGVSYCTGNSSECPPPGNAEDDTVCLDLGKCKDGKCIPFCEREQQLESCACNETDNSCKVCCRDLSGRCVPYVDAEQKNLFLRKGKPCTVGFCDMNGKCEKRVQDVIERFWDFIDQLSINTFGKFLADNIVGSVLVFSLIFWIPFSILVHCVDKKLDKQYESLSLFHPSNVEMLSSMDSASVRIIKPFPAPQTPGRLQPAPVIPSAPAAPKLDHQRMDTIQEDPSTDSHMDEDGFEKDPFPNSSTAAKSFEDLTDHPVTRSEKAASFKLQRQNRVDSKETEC
MBD2 DNA inh: MBD2-methylated oligo binding inhibition. AID 686964. inhibition, % at 4.4 µM. Q9UBB5. TR-FRET, MBD2 binding to methylated oligonucleotide. actives 0.31% (n = 370,000); in the data active means inhibition above about 13%
Target sequence (Q9UBB5 whole entry, looked up): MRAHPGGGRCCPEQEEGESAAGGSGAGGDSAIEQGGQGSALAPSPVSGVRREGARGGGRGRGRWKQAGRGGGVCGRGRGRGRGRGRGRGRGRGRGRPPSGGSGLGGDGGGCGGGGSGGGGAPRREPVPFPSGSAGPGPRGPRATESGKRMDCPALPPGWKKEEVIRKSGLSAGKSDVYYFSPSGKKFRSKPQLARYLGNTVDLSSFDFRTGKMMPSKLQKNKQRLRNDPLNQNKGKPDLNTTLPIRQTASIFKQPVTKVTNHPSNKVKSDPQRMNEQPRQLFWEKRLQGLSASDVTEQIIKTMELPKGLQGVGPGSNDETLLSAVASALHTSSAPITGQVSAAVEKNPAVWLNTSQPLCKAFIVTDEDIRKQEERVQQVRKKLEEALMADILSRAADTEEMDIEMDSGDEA
DAX1 inh-1: inhibitors of DAX1 repression of SF-1 activated StAR promoter | HEK293T StAR-luciferase reporter, SF-1/DAX-1 repression relief | inhibition, % at 6.8 µM | actives 1.1% (n = 370,000) | AID 652010;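 active means inhibition above the mean over all tested compounds plus 3 SD, cut at about 3.6% in these data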;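 further: 0% = DAX-1 cells with DMSO and 100% = cells lacking DAX-1 with DMSO; higher inhibition means more luminescence from relief of DAX-1 repression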
DAX1 inh-2: inhibits human nuclear receptor DAX1 | inhibition, % at 6.75 µM | HEK293 Gal4-DAX1 luciferase reporter, luminescence | actives 0.99% (n = 340,000) | AID 504766 | P51843;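 active means inhibition above the mean over all tested compounds plus 3 SD, cut at about 4.2% in these data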;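 further: 0% = DAX1-transfected cells with DMSO and 100% = empty-vector control cells with DMSO; inhibition shows as a rise in luminescence from relieved DAX1 repression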
SMARCA2 act: SMARCA2 function activation, primary screen | AID 652017 | MG213 cells, MMTV-luciferase reporter, dexamethasone, overnight | actives 1% (n = 370,000) | activation, % at 9.1 µM; in the data active means activation above about 7.8%;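 further: 0% = vehicle wells and 100% = reference activator wells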
Numbers without * were called inactive; i = inactive; . = not tested or not shown; & = joins results of further samples.

SMILES	Rev-erbA mod	hcDAF-12 act	PLC-beta3 inh	ssDAF-12 act	PLCg1 inh	hgDAF-12 ag	ADAM17 inh	MBD2 DNA inh	DAX1 inh-1	DAX1 inh-2	SMARCA2 act
Cc1ccc(CN2CCN(Cc3cn(C)nc3-c3ccccc3)CC2CCO)o1 (stereo not drawn)	-5	-0.7	-6	-0.8	2	0.6	-3	-3	0.1	-2.2	0
COC(=O)c1cccc(COC(=O)c2ccc(CS(=O)(=O)c3ccc(C)cc3)cc2)c1	-3	-0.9	-6	-1.3	1	-0.5	2	1	0.4	-0.5	-4
COc1cccc(-c2cc3nc(-c4ccco4)cc(N4CCN(C(C)=O)CC4)n3n2)c1	-4	-3.0	i	-1.9	i	-2.3	-353	-6	.	.	.
CC1(C)CC(=O)C2=C(C1)N(c1ccccc1)C(=O)C2(O)C(F)(F)F (stereo not drawn)	-5	-0.7	-3	-0.7	-3	1.6	-2	8	0.4	0.0	0
Cc1oc2cc(O)ccc2c(=O)c1Oc1ccccc1	0	0.0	i	-0.3	i	-0.4	i	8	-0.3	0.1	-2
CCOC(=O)N1CCN(C(=O)COC(=O)C2CCN(S(=O)(=O)c3ccc(C)c(C)c3)CC2)CC1	-1	-0.1	-4	-1.1	2	-1.7	-2	2	-0.6	0.1	-2
O=C(NCC(c1cccnc1)N1CCN(c2ccccc2)CC1)c1ccco1 (stereo not drawn)	-6	-0.7	1	-1.5	1	1.2	0	-4	-0.4	-0.4	-2
COc1ccc(-c2cc(-c3ccccc3)nc(SCC(=O)Nc3ncc(C)s3)c2C#N)cc1	39*	1.1	-27	-1.1	-24	0.3	-5	1	-0.5	0.3	-1
CC(=O)c1sc(Nc2ccc(Oc3ccccc3)cc2)nc1C	-1	-0.5	i	-0.2	-451	8.8	-23	3	9.2*	.	-3
C/C(=N\NC(N)=S)c1ccc(-n2ccnc2)cc1	-5	0.3	-4	-1.0	2	-3.2	-2	0	-1.4	0.1	-2
O=C(Cn1cnc2c(OCc3ccccc3)ncnc21)NCc1nc2ccccc2[nH]1	-8	-2.2	-1	-1.1	-2	-3.8	-2	3	-0.9	1.0	-1
COc1cc(/C=N/S(=O)(=O)CCc2ccccc2)cc(OC)c1O	-3	3.3	3	-1.2	7	-1.0	4	-5	0.0	-1.7	-1
CC(C)(C)C(=O)CN1CCN(C2c3ccccc3-c3ccccc32)CC1	3	0.2	-3	-1.3	-2	0.1	-5	5	-0.4	-1.1	0
O=C(Cc1ccccc1)NCC(=O)N/N=C/c1ccc(C(=O)O)cc1	5	-0.7	-7	-1.4	0	-0.8	-5	-7	0.4	0.4	-1
Nc1ncnc2c1ncn2[C@@H]1O[C@H](C(=O)N[C@@H](CCc2ccccc2)C(=O)N2CCN(C(=O)C(F)(F)F)CC2)[C@@H](O)[C@H]1O	-4	-1.1	5	-0.6	-2	-2.9	-1	0	1.0	.	-1
O=C(CC1Oc2ccccc2NC1=O)NCCCN1CCOCC1 (stereo not drawn)	-2	2.0	-5	0.5	-2	0.4	-2	-1	-0.3	1.8	0
CN1CC=C(c2ccccc2)N(c2ccccc2)C1=O	-1	-1.4	12*	-0.5	4	1.7	1	-5	0.0	.	1
COc1cccc(NS(=O)(=O)NC(=O)c2c(C)[nH]c3ccccc23)c1	3	0.7	-13	-0.7	-2	-1.2	-1	2	0.3	0.1	-2
COc1cccc(CN2CC(C(=O)NCCCc3ccncc3)CCC2=O)c1 (stereo not drawn)	2	0.8	-6	-0.6	1	2.1	-6	4	0.2	-0.3	-2
O=C1C=CC(=O)N1CCNc1ncc(C(F)(F)F)cc1Cl	-2	-4.0	2	-1.2	-1	-5.8	-3	6	-1.5	-1.6	-1
CC1=NNC(=O)C1CC(=O)N/N=C/C(Br)=C/c1ccccc1 (stereo not drawn)	-8	2.2	-5	-0.1	0	-1.5	-3	-4	-0.6	.	2
CCn1c(SCC(=O)NC(=O)NCc2ccco2)nnc1-c1cccs1	-4	-0.8	-3	-0.9	-2	0.5	-4	-1	-0.5	-0.8	-3
O=C1CCc2cc(S(=O)(=O)NCc3ccc(F)cc3)cc3c2N1CC3	0	0.1	-7	-1.4	3	1.6	1	7	-0.1	0.8	-2
COc1ccc(CC(=O)NC(C)(C)C)cc1S(=O)(=O)N1CCOCC1	-3	-1.6	1	-1.1	0	1.2	-2	-10	0.0	-1.4	-4
CC1CCc2c(sc3ncn4c(SCC(=O)NCc5ccco5)nnc4c23)C1 (stereo not drawn)	7	-1.1	-2	-1.6	-1	0.1	-1	2	1.0	-0.6	1
CCN(C(=O)CSc1nc2cc(C(=O)OC)ccc2c(=O)n1Cc1ccco1)c1cccc(C)c1	3	0.2	-4	-1.3	-6	4.1	-4	6	0.7	0.5	-2
Cc1cc(C)cc(N(CC(=O)NC2CCC(C)CC2)S(=O)(=O)c2ccc([N+](=O)[O-])cc2)c1 (stereo not drawn)	2	-1.1	0	-1.0	0	0.7	1	-4	0.1	.	0
COc1ccc(CCNC(=O)CCS(=O)(=O)Cc2ccccc2C)cc1OC	-4	0.9	-3	-1.3	-3	1.5	5	1	0.6	-0.7	1
NNCCc1ccccc1	-4&11	1.7	0	-0.5	4	6.5	0	-6	1.9	1.5	2
N#C/C(=C\c1c(N2CCC(C(N)=O)CC2)nc2ccccn2c1=O)S(=O)(=O)c1ccccc1	5	3.2	-20	-0.7	-14	-1.1	-7	-2	-0.1	1.3	-1
CCSc1ncc(/C=N/Nc2ccc(Cl)cc2)n1C	2	12*	-12	1.6*	-4	9.6	3	1	2.6	3.5	6
Fc1ccc(C2NC(=S)NC3=C2N2CCC3CC2)cc1 (stereo not drawn)	3	-2.1	-1	-1.6	2	-1.2	-2	-2	-0.2	0.8	1
COc1cc2c(cc1NC(=O)C(C)OC(=O)C1CC(=O)N(Cc3ccco3)C1)oc1ccccc12 (stereo not drawn)	-7	8.8*	3	1.5*	1	5.8	3	0	0.7	1.1	4
COc1ccc(C2=NN(C(=O)COc3ncnc4ccccc34)C(c3ccco3)C2)cc1 (stereo not drawn)	31*	-1.3	-4	-1.4	-5	1.6	1	-2	0.6	-0.1	1
CN(CCOc1ccccc1)C(=O)c1ccc2c(=O)n3c(nc2c1)CCC3	-2	0.1	-16	-0.1	-9	2.0	-7	1	0.9	0.2	1
CCOC(=O)C1CCN(C(=O)c2ccccc2)c2scc(-c3ccccc3)c2C1=O (stereo not drawn)	-1	-0.6	-24	-1.6	-19	-0.1	-1	0	-1.9	-0.8	-1
O=C(Cn1c(=O)oc2ccccc21)N1CCN(S(=O)(=O)c2ccccc2)CC1	-7	1.4	-10	-0.9	0	0.1	-5	2	-1.5	1.8	-3
COc1ccc(C(=O)NCCc2nnc(SCC(=O)Nc3ccccc3C(C)C)n2C)cc1	1	-0.7	3	-1.6	1	-2.9	-6	0	-0.8	-0.1	-1
CN(C)c1ncnc2c1ncn2C1CCCCO1 (stereo not drawn)	-4	-0.4	4	-0.8	0	1.1	3	0	0.7	0.2	0
CN1CCN(c2ccc(-c3cccc(NC(=O)COc4ccc(Cl)cc4Cl)c3)nn2)CC1	21	2.0	2	-1.0	2	8.2	-2	-4	3.5	0.9	7

6 entries out of the list, ordered by count of non-hydrogen atoms, rising:
SMILES	Rev-erbA mod	hcDAF-12 act	PLC-beta3 inh	ssDAF-12 act	PLCg1 inh	hgDAF-12 ag	ADAM17 inh	MBD2 DNA inh	DAX1 inh-1	DAX1 inh-2	SMARCA2 act
CCSc1ncc(/C=N/Nc2ccc(Cl)cc2)n1C	2	12*	-12	1.6*	-4	9.6	3	1	2.6	3.5	6
CN(CCOc1ccccc1)C(=O)c1ccc2c(=O)n3c(nc2c1)CCC3	-2	0.1	-16	-0.1	-9	2.0	-7	1	0.9	0.2	1
O=C(Cn1c(=O)oc2ccccc21)N1CCN(S(=O)(=O)c2ccccc2)CC1	-7	1.4	-10	-0.9	0	0.1	-5	2	-1.5	1.8	-3
CCOC(=O)C1CCN(C(=O)c2ccccc2)c2scc(-c3ccccc3)c2C1=O (stereo not drawn)	-1	-0.6	-24	-1.6	-19	-0.1	-1	0	-1.9	-0.8	-1
COc1ccc(C(=O)NCCc2nnc(SCC(=O)Nc3ccccc3C(C)C)n2C)cc1	1	-0.7	3	-1.6	1	-2.9	-6	0	-0.8	-0.1	-1
COc1cc2c(cc1NC(=O)C(C)OC(=O)C1CC(=O)N(Cc3ccco3)C1)oc1ccccc12 (stereo not drawn)	-7	8.8*	3	1.5*	1	5.8	3	0	0.7	1.1	4

The listing picks up, repeating the two entries before the break.
SMILES	Rev-erbA mod	hcDAF-12 act	PLC-beta3 inh	ssDAF-12 act	PLCg1 inh	hgDAF-12 ag	ADAM17 inh	MBD2 DNA inh	DAX1 inh-1	DAX1 inh-2	SMARCA2 act
CN(C)c1ncnc2c1ncn2C1CCCCO1 (stereo not drawn)	-4	-0.4	4	-0.8	0	1.1	3	0	0.7	0.2	0
CN1CCN(c2ccc(-c3cccc(NC(=O)COc4ccc(Cl)cc4Cl)c3)nn2)CC1	21	2.0	2	-1.0	2	8.2	-2	-4	3.5	0.9	7
CN(CC(=O)Nc1ccccc1Br)C(=O)c1cc2c(s1)CCCCC2	-2	2.0	-8	0.0	4	14*	-2	-1	6.4*	4.2*	2
CN(C)CCCN(Cc1cc2cc3c(cc2[nH]c1=O)OCO3)C(=S)Nc1ccccc1	-5	0.1	-67	-1.4	-58	-1.9	-179	6	0.7	1.8	3
CC(C)OC(=O)CSc1nnc(CNc2ccc(Cl)cc2)n1Cc1ccccc1	0	-1.8	1	-1.4	2	-1.6	0	1	-0.7	-1.3	-6
Cc1cc(NC(=O)COC(=O)C2CCN(C(=O)c3ccc(Cl)cc3)CC2)no1	1	0.3	2	-0.8	2	-1.1	-1	-2	0.1	-1.2	-4
Cc1cc(NC(=O)c2ccc(S(=O)(=O)Nc3ccccc3)cc2)no1	3	-2.0	1	-1.6	1	-1.2	0	-2	-1.0	-0.3	-2
O=C(O)CCCNS(=O)(=O)c1ccc(NCc2ccccc2)c(C(=O)O)c1	-5	-1.5	-42	-0.6	-30	0.3	-19	8	-0.8	2.1	0
CCOC(=O)NN1C(=O)c2ccccc2NC1c1ccccc1 (stereo not drawn)	2	-0.9	i	-1.4	i	3.8	-384	1	-0.1	2.9	-5
CC(=O)N1CCN(CC(c2ccccc2)c2ccccc2)CC1	-4	3.1	-3	-0.3	0	6.7	-2	-1	0.2	1.1	1
COCCNS(=O)(=O)c1cc(OC)c(C)cc1C	-5	-1.9	1	-2.1	5	0.1	3	-1	1.4	-0.5	-2
Cc1ccc(NC(=O)CN(C)C(=S)NC2CC2)cc1	1	1.1	-5	-0.7	1	-2.4	2	-1	0.7	0.6	-2
Cc1cnc(C(=O)OCC(=O)Nc2ccc(Br)cc2F)cn1	-3	-1.1	-5	-0.6	-4	0.8	-4	1	0.5	0.8	-2
CCOC(=O)C1(CC2CCCCO2)CCN(C(=O)Nc2ccc3c(c2)OCO3)CC1 (stereo not drawn)	5	3.3	3	-0.8	1	4.4	-2	0	0.5	1.4	3
COc1cccc(CN(C)S(=O)(=O)c2c(C)noc2C)c1OC	-3	-1.0	4	-1.2	5	-0.8	0	3	0.6	0.5	1
